Compound activity (PubChem)
Rtt109 HAT inh: blocks Candida albicans Rtt109/Vps75 acetyltransferase activity. purified Rtt109/Vps75, ThioGlo CoA-SH fluorescence, 4 h. inhibition, % at 34.9 µM. hit rate 0.16% among 330,000. AID 540336;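 active = inhibition of at least 50% in every replicate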
Target sequence (Q5AAJ8 whole entry, looked up): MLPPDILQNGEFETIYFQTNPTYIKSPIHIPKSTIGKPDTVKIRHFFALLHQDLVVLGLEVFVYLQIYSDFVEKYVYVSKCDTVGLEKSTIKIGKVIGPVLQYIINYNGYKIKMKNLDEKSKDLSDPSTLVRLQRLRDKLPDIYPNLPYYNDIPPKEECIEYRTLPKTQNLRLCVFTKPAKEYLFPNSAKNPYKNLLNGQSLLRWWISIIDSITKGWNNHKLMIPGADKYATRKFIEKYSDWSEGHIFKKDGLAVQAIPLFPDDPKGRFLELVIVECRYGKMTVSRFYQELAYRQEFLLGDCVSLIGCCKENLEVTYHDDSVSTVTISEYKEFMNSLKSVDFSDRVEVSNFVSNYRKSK
DAGLB inhibitor: blocks human DAGLB lipase activity | hit rate 0.059% among 340,000 | inhibition, % at 5.17 µM | AID 504411 | HEK293T DAGLB membrane lysate, EnzChek fluorogenic substrate | Q8NCG7; in the data active = inhibition above about 34%;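 also: 0% = enzyme with vehicle and 100% = wells lacking enzyme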
Target sequence (Q8NCG7 whole entry, looked up): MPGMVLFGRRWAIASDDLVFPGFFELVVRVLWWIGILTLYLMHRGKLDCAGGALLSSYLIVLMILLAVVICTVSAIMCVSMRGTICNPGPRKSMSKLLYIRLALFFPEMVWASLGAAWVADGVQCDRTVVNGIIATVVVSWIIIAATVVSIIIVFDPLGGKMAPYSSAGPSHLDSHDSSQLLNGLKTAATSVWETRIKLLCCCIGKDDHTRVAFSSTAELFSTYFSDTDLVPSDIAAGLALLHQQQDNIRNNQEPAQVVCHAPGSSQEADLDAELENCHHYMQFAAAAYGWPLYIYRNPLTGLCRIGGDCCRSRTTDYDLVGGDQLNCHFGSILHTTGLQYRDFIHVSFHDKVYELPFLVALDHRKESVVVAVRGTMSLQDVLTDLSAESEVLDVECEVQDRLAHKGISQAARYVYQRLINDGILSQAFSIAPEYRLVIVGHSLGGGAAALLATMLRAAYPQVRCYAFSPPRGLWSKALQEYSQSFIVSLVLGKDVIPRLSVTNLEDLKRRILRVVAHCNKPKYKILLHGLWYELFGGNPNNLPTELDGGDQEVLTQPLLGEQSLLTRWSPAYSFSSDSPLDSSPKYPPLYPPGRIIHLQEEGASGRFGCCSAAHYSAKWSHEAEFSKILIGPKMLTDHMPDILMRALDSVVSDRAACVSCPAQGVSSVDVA
Wnt act: Wnt/beta-catenin pathway activation | activation, % at 9.35 µM | hit rate 1.2% among 300,000 | Wnt/beta-catenin reporter cell assay, activator, plate reader; in the data active = activation above about 30%, passing the limit was not always enough;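 also: 0% = neutral control wells and 100% = positive control wells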
phage Ecoli inh: E. coli growth loss with phage present | growth absorbance | hit rate 0.26% among 360,000 | inhibition, % at 11.9 µM; in the data active = inhibition above about 11%
PvdQ acylase: P. aeruginosa PvdQ acylase inhibition. hit rate 0.063% among 340,000. inhibition, % at 10 µM. AID 488965. purified PvdQ acylase, fluorescence plate reader; in the data active = inhibition above about 30%, passing the limit was not always enough;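 also: 0% = vehicle neutral wells and 100% = reference inhibitor wells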
AddAB inh: less growth of phage-infected E. coli with AddAB. AID 435030. inhibition, % at 11.9 µM. hit rate 0.29% among 330,000. E. coli expressing H. pylori AddAB, absorbance growth; in the data active = inhibition above about 12%;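 also: 0% = vehicle wells of infected cells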
CAL PDZ FP: human CAL PDZ-peptide interaction inhibition. purified CAL PDZ, TMR-peptide fluorescence polarization, 1 h. inhibition, % at 20 µM. hit rate 0.02% among 330,000;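 active = highest replicate inhibition of at least 40%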;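 also: plate controls were DMSO neutral control wells for no effect and unlabeled competitor peptide control wells for full effect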
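Read-out basis: mP drop reported as inhibition | Assay system: Tagged CAL PDZ protein CerCALP, purified | Benchmarks: Unlabelled peptide for full inhibition, DMSO wells as neutral | Schedule: 1 h incubation at room temperature before polarization reading | Buffer or medium: Sodium phosphate/NaCl buffer pH 7.4 with TCEP, IgG, Thesit | Doses: Single point, 20 µM | Measured by: Fluorescence polarization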
Tat export inh: E. coli Tat transport inhibition; hit rate 0.036% among 340,000; E. coli MC4100 TorA-mCherry Tat export, fluorescence; AID 488895; inhibition, % at 10 µM;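 active = mean replicate inhibition at least 50% and at least half of replicates individually reaching 50%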;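 also: exported cargo escapes ClpAP degradation while cytoplasmic cargo is degraded and loses fluorescence; 0% = median of neutral control wells and 100% = median of NaSCN control wells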
Ecoli viability: reduces bacterial viability in AddAB counter-screen | AID 449728 | E. coli V3065 growth, OD600 absorbance, 18 h | inhibition, % at 11.9 µM | hit rate 0.27% among 330,000;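 active = inhibition above the campaign's mean inhibition across all tested compounds plus 3 SD, cut at about 9.9% in these data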;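 also: uninfected addAB+ strain grown without phage in ampicillin broth; 0% = DMSO wells and 100% = ciprofloxacin 0.95 µg/ml wells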
PfHsp90 yeast 2: growth inhibition of yeast expressing Plasmodium Hsp90; hit rate 0.32% among 310,000; S. cerevisiae expressing PfHsp90, BacTiter-Glo ATP, 48 h; yeast lacking PDR1 and PDR3 efflux regulators; inhibition, % at 9.4 µM;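 active = every replicate shows inhibition above about 80%, whatever the replicate mean, limit read from the data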;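 also: 0% = DMSO neutral controls and 100% = 20 µM radicicol positive controls; yeast relying on Plasmodium falciparum Hsp90 in place of its own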
* marks the source's active call; other numbers are inactive results; . = not tested or not shown.

SMILES | Rtt109 HAT inh | DAGLB inhibitor | Wnt act | phage Ecoli inh | PvdQ acylase | AddAB inh | CAL PDZ FP | Tat export inh | Ecoli viability | PfHsp90 yeast 2
Cc1cc(C)cc(NC(=O)[C@@H](NC(=O)c2ccco2)C(C)C)c1 | -2 | -3 | -4 | 1.2 | -15 | -1.8 | -3.5 | 2 | -1.0 | 24
COc1cccc(NC(=O)CCNS(=O)(=O)c2ccc3c(c2)CC(C)N3C(=O)C2CC2)c1 (stereo not drawn) | 11 | -1 | -2 | 1.4 | -5 | 2.5 | -1.2 | 3 | -1.8 | 6
CCC(c1nnnn1C(C)(C)C)N1CCN(C2CCCC2)CC1 (stereo not drawn) | 2 | 0 | . | 1.4 | -25 | 1.7 | -0.6 | 5 | 0.5 | 3
O=Cc1cc(N=Nc2ccc(S(=O)(=O)O)cc2)ccc1O | 15 | 9 | -3 | -0.6 | -13 | 6.7 | 0.5 | 3 | 2.7 | -9
CC(C)c1ccc(N(CC(=O)N/N=C/c2ccc(OC3CSC3)cc2)S(=O)(=O)c2ccccc2)cc1 | -11 | 0 | -2 | 3.2 | -8 | -0.3 | -0.4 | 1 | -5.3 | -2
Cc1ccc(C)c(NC(=O)c2ccccc2NS(=O)(=O)c2cc([N+](=O)[O-])ccc2C)c1 | -3 | 22 | -4 | 3.1 | -3 | 1.7 | -0.6 | 7 | 1.1 | -2
Cc1ccc(C(=O)Nc2cccnc2)cc1S(=O)(=O)N1CCCCC1 | 1 | -3 | 1 | 3.9 | 21 | 3.3 | -1.7 | -1 | 3.2 | 7
CC(=O)c1cccc(NC(=O)C2CCN(C(=O)c3cccs3)CC2)c1 | -4 | 0 | -2 | 2.1 | -9 | 3.9 | -4.2 | 13 | 1.5 | -22
Cc1ccc(S(=O)(=O)N/N=C/c2cc(Br)ccc2O)cc1 | -12 | 4 | 1 | 0.0 | 6 | 0.0 | -0.8 | 2 | -1.8 | -4
Cc1[nH][nH]c(=O)c1C(c1ccccc1[N+](=O)[O-])C(C#N)C#N (stereo not drawn) | -5 | -2 | -10 | 4.1 | -3 | 1.7 | -0.7 | -11 | -0.9 | 11
O=C(N/C(=C/c1ccccc1Cl)C(=O)N1CCCCC1)c1ccco1 | -4 | -1 | 2 | 0.9 | 1 | -2.0 | -0.3 | 1 | -0.1 | .
COc1cc(NC(=S)N2CCN(c3ccccn3)CC2)c(OC)cc1Cl | 19 | 1 | . | 4.2 | 2 | 2.2 | -2.1 | -10 | 0.1 | -2
CN(Cc1ccccc1)S(=O)(=O)c1ccc(Cl)c(C(=O)NCc2ccc3c(c2)OCO3)c1 | -4 | -4 | . | 2.8 | 0 | 2.8 | -1.4 | -1 | -1.5 | -13
CCCOC(=O)C1C2C=C[C@]3(CN(CCc4ccccc4)C(=O)[C@H]13)O2 (stereo partly drawn) | 15 | 0 | -2 | 0.8 | -3 | 1.3 | 0.9 | -1 | 1.5 | 7
CC(/C=N/NC(=O)CSc1nc2ccccc2n1C)=C\c1ccco1 | 1 | 9 | . | 3.2 | -2 | 0.6 | -3.3 | 4 | -1.7 | -1
O=C(NCc1nc2ncc(Br)cc2[nH]1)c1ccccc1 | -15 | -3 | . | 1.1 | -13 | 2.2 | -3.4 | -2 | 2.8 | .
Cc1ccsc1C(=O)OC1CCOC1=O (stereo not drawn) | -1 | -1 | -4 | 1.1 | -19 | 1.5 | -1.7 | 1 | 3.3 | 9
O=C(O)Cc1ccc(NC(=S)Nc2ccc(Br)cc2Cl)cc1 | -6 | -3 | 3 | 2.8 | 4 | 3.2 | -0.1 | -2 | 0.3 | 28
Cc1cc(Cl)ccc1NC(=O)c1ccc2c(c1)CCN2S(C)(=O)=O | -1 | 2 | 1 | 0.2 | -2 | . | -0.6 | 4 | . | -4
CCOc1ccccc1N1CCN(Cc2ccc(OC)c(OC)c2)CC1 | 6 | -4 | . | 3.5 | 12 | -0.7 | -1.2 | -7 | -0.8 | 7

Reprinted from the part before: three compounds, followed by the next part.
SMILES | Rtt109 HAT inh | DAGLB inhibitor | Wnt act | phage Ecoli inh | PvdQ acylase | AddAB inh | CAL PDZ FP | Tat export inh | Ecoli viability | PfHsp90 yeast 2
O=C(O)Cc1ccc(NC(=S)Nc2ccc(Br)cc2Cl)cc1 | -6 | -3 | 3 | 2.8 | 4 | 3.2 | -0.1 | -2 | 0.3 | 28
Cc1cc(Cl)ccc1NC(=O)c1ccc2c(c1)CCN2S(C)(=O)=O | -1 | 2 | 1 | 0.2 | -2 | . | -0.6 | 4 | . | -4
CCOc1ccccc1N1CCN(Cc2ccc(OC)c(OC)c2)CC1 | 6 | -4 | . | 3.5 | 12 | -0.7 | -1.2 | -7 | -0.8 | 7
COCCNC(=O)C1CCC(CNS(=O)(=O)c2ccccc2)CC1 (stereo not drawn) | -31 | -2 | -2 | -0.7 | -17 | -1.9 | -2.6 | -4 | -0.9 | -13
Cc1ccc(C(=O)NC(CCc2ccccc2)C(=O)O)cc1 (stereo not drawn) | 3 | 0 | -1 | 0.4 | 2 | 2.0 | -0.3 | -2 | -1.4 | 15
CCCCN(CC)Cc1ccc(CNC(=O)Nc2ccc(Cl)cc2)o1 | -16 | 2 | -1 | -1.7 | -10 | 0.9 | -2.9 | 2 | 0.9 | 4
O=C(NN1C(=O)NC2(CCCCC2)C1=O)c1ccc(Cl)s1 | -7 | -1 | -1 | 1.0 | -13 | 2.7 | 0.7 | -1 | -0.3 | 4
COc1ccc(C(Nc2ccccn2)c2c(NC(=O)c3ccco3)sc(C)c2C)cc1OC (stereo not drawn) | 3 | 2 | 23 | 5.3 | -4 | 5.7 | -2.0 | -4 | -3.2 | 3
O=C(c1cc(-c2ccc(F)cc2)no1)N1CCN(Cc2ccc3c(c2)OCO3)CC1 | 3 | -2 | 12 | 4.1 | -16 | 5.6 | -0.3 | -4 | -1.6 | -54
O=C(CSc1n[nH]c(-c2cccnc2)n1)Nc1ccnc2ccccc12 | 14 | 2 | 0 | 2.6 | -15 | 1.6 | -2.0 | 8 | 0.3 | 6
Cc1cc(C)n2nc(SCCCC(=O)c3ccccc3)nc2n1 | -4 | 1 | 0 | 1.6 | -5 | 2.9 | -1.3 | 0 | 1.1 | .
CCOCCCNC(=O)CN1CCN(Cc2ccc(Cl)cc2)C1=O | 0 | 2 | -2 | 1.8 | 5 | -0.7 | -0.7 | -10 | -0.8 | 0
COc1ccccc1CNC(=O)[C@@H](NC(=O)C1CCN(C(=O)[C@@H]2CCCN2C(=O)OC(C)(C)C)CC1)C(C)C | -6 | -2 | -1 | 2.0 | -14 | 2.7 | 0.4 | 1 | 2.2 | -11
CN(C)c1ccc(NC(=O)c2sc(SCC(=O)Nc3nccs3)nc2N)cc1 | -15 | 6 | 47* | 2.6 | 2 | -2.1 | -0.7 | 17 | -0.1 | .
Cc1ccc(NS(=O)(=O)c2cc(C(=O)O)ccc2Cl)c(C)c1 | -6 | 3 | . | 3.2 | -15 | 3.6 | -2.0 | -2 | -1.1 | 6
CCOc1ccc(NC(=O)CN(C)C(=O)c2ccc3c(c2)S(=O)(=O)N=C2CCCCCN23)cc1OCC | -2 | -4 | -3 | 1.7 | -13 | . | -0.1 | -2 | . | .
COc1ccc2oc(=O)c(/C(C)=N/Nc3ccccc3)cc2c1 | . | -5 | 13 | 6.2 | 0 | -0.7 | -3.0 | 4 | 0.9 | 9
CCOC(=O)CSc1ccccn1 | . | 2 | 0 | 3.2 | -18 | 1.2 | -1.7 | 5 | -0.5 | -16
CC1CCN(C(=O)c2ccc(S(=O)(=O)N3CCOCC3)cc2)CC1 | 1 | 2 | 0 | 0.7 | -21 | 3.7 | 0.4 | 21 | -1.5 | -2
CCOc1ccc(NC(=O)CCN2C(=O)CSc3ccccc32)cc1 | 5 | -2 | 1 | 1.4 | -9 | 2.7 | 0.1 | -10 | 0.0 | 8
CS(=O)(=O)N(CCc1ccccc1)CC(=O)Nc1ccc2c(c1)OCO2 | -2 | -1 | 1 | 1.6 | 10 | 3.9 | 0.4 | -2 | -0.2 | 7
c1ccc2c(-c3nnc4n3CCCCC4)cc(-c3ccncc3)nc2c1 | -3 | -2 | . | 0.2 | -15 | 10 | -2.7 | 1 | 3.4 | 21
Nc1[nH]ncc1-c1ccc(Cl)cc1 | -5 | 3 | -2 | 1.9 | -11 | 0.7 | 0.9 | 0 | 3.3 | -2
CC(Nc1nc(-c2ccc(F)cc2)cs1)c1nc2cc(C(F)(F)F)ccc2n1CCCO (stereo not drawn) | 3 | 4 | -2 | 0.4 | -4 | 3.1 | 1.5 | 2 | 1.6 | 8
Cc1nc(-c2nc(C(=O)NNS(C)(=O)=O)cs2)cs1 | 1 | 0 | 0 | 1.2 | 3 | 6.2 | -0.7 | 0 | 3.0 | 10
Cc1ccc(OCC(=O)N/N=C/c2ccncc2)cc1C | -3 | -2 | -1 | 2.7 | -8 | 3.8 | -0.2 | 2 | 0.7 | 6
O=C(c1ccco1)N1CCN(S(=O)(=O)Cc2ccccc2Cl)CC1 | 3 | 0 | 0 | 4.7 | -1 | 1.6 | -0.9 | -5 | 3.5 | 5
Cc1cnc(C(=O)N2CCCC(C(=O)c3ccc(Cl)cc3C)C2)cn1 (stereo not drawn) | -1 | -4 | -2 | 0.3 | -3 | 0.7 | 1.7 | -4 | 3.1 | -10
CS(=O)(=O)CCC(C(=O)OCc1ccc(Br)cc1)N1C(=O)c2ccccc2C1=O (stereo not drawn) | -4 | -1 | . | 4.0 | -13 | 4.3 | -1.8 | -8 | 0.2 | -26
COc1[nH]c2ccc(F)cc2c1C(=O)OCC1CCN(CCNS(C)(=O)=O)CC1 | 13 | 3 | -4 | 3.3 | -8 | -0.8 | 0.4 | -7 | 0.0 | 4
O=C(CCN1c2ccccc2Sc2ccccc21)OCC(=O)N1CCN(C(=O)c2ccco2)CC1 | 4 | 3 | -2 | 1.6 | 0 | 0.5 | . | 11 | -1.0 | 4
COC(=O)C(C)N1C(=O)S/C(=C/c2cc(C)n(C(C)C)c2C)C1=O (stereo not drawn) | 4 | -5 | 38* | 2.2 | -4 | 0.7 | -0.4 | -3 | 1.1 | 66
COc1ccc2c(c1)C(c1cccs1)=NNC(c1ccncc1)=N2 | -1 | 3 | -1 | 1.8 | -7 | 2.7 | -2.0 | -18 | 0.9 | 9
CCC(CC)CN1CCC(CN2C(=S)NC[C@@H]2[C@@H](C)CC)CC1 | 6 | -1 | -1 | 1.4 | -16 | . | -0.2 | 5 | . | 1
COc1ccc(OC)c(N2Cc3cc(C)c(C)cc3C2)c1 | 4 | 7 | 6 | 3.7 | 9 | 0.4 | 0.0 | 0 | -2.9 | -2
Cc1nn(CCC(=O)NCCc2ccccc2Cl)c(=O)c2nn(-c3ccccc3)c(C)c12 | -2 | 2 | 4 | 1.7 | -8 | 0.4 | -1.8 | -1 | -3.3 | 5
COc1cc(C(C)=O)ccc1OCC(O)CNCC1(N2CCCCC2)CCCCC1 (stereo not drawn) | 2 | -1 | -1 | -0.1 | -13 | -0.7 | -0.5 | 7 | 0.8 | .
COc1ccc(C(=O)N2CCN(Cc3ccc4c(c3)OCO4)CC2)cc1[N+](=O)[O-] | 14 | -1 | -1 | 2.5 | -8 | 8.4 | 0.9 | 2 | 2.3 | 11
